A-T KAP1 phos = qHTS Assay for Identifying a Potential Treatment of Ataxia-Telangiectasia. Potency, µM (titrated, usually from 57.5 µM), for inactives: at the top dose activation, actives largely listed as activators. 320,000 tested, 0.19% active. […] A-T fibroblasts, KAP-1 phosphorylation AlphaLISA; neocarzinostatin DNA damage 30 min before lysis; also: potency is read from the fitted curve at half-maximal effect; % of control where 0% means no effect; nearly all actives have a fitted effect of over 45% in size
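hTERT-immortalized A-T patient fibroblasts ([…]), 500 cells/well in OPTI-MEM, 1% FBS, got compounds for 60 min, then NCS for 30 min at 37C. Lysates were then assayed for phospho-KAP-1 by AlphaLISA (anti-pKAP1 donor, anti-KAP1 acceptor beads), 6 hr at 25C.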
Eya2 inh = qHTS Assay for Inhibitors of the Phosphatase Activity of Eya2. Protein phosphatase EYA2 (Homo sapiens), O00167. recombinant Eya2, OMFP fluorescence dephosphorylation (OMFP is methylfluorescein phosphate). Potency, µM (series often up to 76.9 µM), for inactives: top-dose activity, negative = inhibition, most hits filed as inhibitors. 330,000 tested, 0.006% active. AID 488837, 2010; also: potency is read from the fitted curve at half-maximal effect; % is scaled to controls: 0 for no effect and ±100 for the full control effect
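Eya2 (0.2 uM) preincubated 10 min at ambient with compound, then OMFP substrate added at 50 uM; 10 min reaction in 50 mM HEPES pH 7.5, 50 mM NaCl, 5 uM MgCl2, 0.05% BSA, 1 mM DTT. Fluorescence read at Ex 485/Em 525 nm.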
Integrin act MD = qHTS for Activators of Integrin-Mediated Alleviation for Muscular Dystrophy. alpha7betagal myoblasts, beta-gal FDG fluorescence, 48 h. Potency, µM (titrated, usually from 38.3 µM), without a hit: at the top dose activation, hits mostly activators. 350,000 tested, 0.064% active. AID 624291, 2012;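 also: potency is read from the fitted curve at half-maximal effect; 100% = response of the positive control SU9516; nearly all actives have a fitted effect of over 60% in size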
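Alpha7betagal+/- myoblasts (passage 13) were plated 16-24 hr, then exposed to compounds (1:260 dilution of DMSO stock) for 48 hours at 37C. After MPER lysis, β-galactosidase reporter activity was read as FDG fluorescence (ex 480/em 540) after 30 minutes.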
ASM inhibitor = Inhibitors of Secretory Acid Sphingomyelinase (S-ASM): qHTS | Sphingomyelin phosphodiesterase (Homo sapiens), P17405 | placental ASM, HMU-PC fluorogenic substrate, 60 min | Potency, µM (highest dose often 57.5 µM), without a hit: at the top dose activity change, negative = inhibition, most hits filed as inhibitors | 340,000 tested, 0.006% active | AID 504937, 2011; also: potency is read from the fitted curve at half-maximal effect
Target sequence (P17405 47-631 limits assumed): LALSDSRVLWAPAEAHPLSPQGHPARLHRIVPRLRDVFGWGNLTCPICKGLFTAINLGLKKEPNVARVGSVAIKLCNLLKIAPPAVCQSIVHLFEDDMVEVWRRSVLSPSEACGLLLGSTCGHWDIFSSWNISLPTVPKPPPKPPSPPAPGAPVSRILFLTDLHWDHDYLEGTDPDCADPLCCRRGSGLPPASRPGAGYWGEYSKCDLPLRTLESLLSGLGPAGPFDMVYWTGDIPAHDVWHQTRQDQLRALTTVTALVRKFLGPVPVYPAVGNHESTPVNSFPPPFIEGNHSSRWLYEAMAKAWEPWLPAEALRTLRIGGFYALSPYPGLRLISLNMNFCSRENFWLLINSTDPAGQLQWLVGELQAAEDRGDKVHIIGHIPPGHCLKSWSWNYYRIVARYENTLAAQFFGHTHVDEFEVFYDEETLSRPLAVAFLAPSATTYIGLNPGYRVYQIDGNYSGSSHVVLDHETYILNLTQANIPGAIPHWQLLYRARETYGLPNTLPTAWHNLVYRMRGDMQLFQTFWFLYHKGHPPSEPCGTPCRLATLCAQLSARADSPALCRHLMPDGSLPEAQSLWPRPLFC
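HMU-PC0 cleavage (9 uM final) by human placental ASM, 60 min at 37 °C following 10 min compound exposure at RT; stopped at pH 10, fluorescence Ex 386/Em 447 nm.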
TCR act = Activators of T cell receptors: qHTS campaign; Potency, µM (titrated, usually from 9.22 µM), for the others: at the top dose activation of IL-2 secretion, most hits filed as activators; 330,000 tested, under 10 active; primary human leukocytes, anti-CD3, IL-2 HTRF, 48 h; also: % of control where 0% means no effect
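TCR engagement came from a-CD3 beads alone, with compounds added to primary human leukocytes for 48 hr. Secreted IL-2 bridged europium cryptate- and d2-labelled anti-IL-2 antibodies, giving FRET emission at 665nm after 320nm excitation.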
ELG1 DNA repair = qHTS screen for small molecules that inhibit ELG1-dependent DNA repair in human embryonic kidney (HEK293T) cells expressing luciferase-tagged ELG1; HEK293T ELG1-luciferase reporter, luminescence, 16 h; DNA damage induced by 5-fluorouridine; Potency, µM (titrated, usually from 46.1 µM), without a hit: at the top dose activity change, negative = inhibition, hits mostly inhibitors; 330,000 tested, 2.3% active; AID 504467, 2011; also: potency is read from the fitted curve at half-maximal effect; % is scaled to controls: 0 for no effect and ±100 for the full control effect; nearly all actives have a fitted effect of over 55% in size
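Cells (2,000 per well) received 5-fluorouridine plus test compound or DMSO and were incubated 16 hr at 37 °C, 5% CO2. Luciferase activity was read by luminescence 30 min after ONE-Glo addition; signal suppression marked inhibition of damage-induced ELG1 function.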
TSHR antag = Antagonists of the Thyroid Stimulating Hormone Receptor: HTS campaign | Thyrotropin receptor (Homo sapiens), P16473 | TSHR-expressing cells, TSH-stimulated cAMP HTRF, 2 h; hits give low values | activity change, negative = inhibition, % at 11.5 µM | 330,000 tested, 0.2% active | AID 504810, 2011;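 active = activity change below a set negative limit, meaning inhibition stronger than a set level, cut at about -70% in these data; inconclusive = activity change between two set negative limits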; also: % is scaled to controls: 0 for no effect and ±100 for the full control effect
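Competitive HTRF cAMP read-out (cryptate anti-cAMP antibody, cAMP-d2; 30 min, room temperature) in freshly harvested TSHR cells. Compounds added before TSH at EC80 (4nM final), followed by 2 hours' incubation at 37 deg C.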
BCR signal inh = qHTS Assay to Find Inhibitors of Chronic Active B-Cell Receptor Signaling; ABC-DLBCL IkBa-CBG/CBR reporter, luminescence ratio, 4 h; Potency, µM (top dose mostly 46.1 µM), without a hit: at the top dose ratio change, negative = lower green/red ratio, usual class: inhibitors; 340,000 tested, 0.05% active; active = well fitted inhibition curve with a large enough effect in the signal ratio, with a control signal flat, not every such curve was filed as active; inconclusive = small, poorly fitted or top-dose-only effect, or effect the other way, or a change in a side signal; the % refers to the signal ratio;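 also: potency is read from the fitted curve at half-maximal effect; plate controls were basal doxycycline-induced cells for no effect and cells given 10 µM MG132 for full effect; MG132 reads +100%, hits lower the ratio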
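TMD8 ABC-DLBCL cells carrying doxycycline-inducible green luciferase fused to IkappaBalpha plus unfused red luciferase were exposed to compounds (up to 46 uM) for 4 hrs at 37C. Activity came from the overlap-corrected green/red luminescence ratio.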
Tb PFK block = qHTS Assay to Find Inhibitors of T. brucei phosphofructokinase; T. brucei PFK, ADP-Glo luminescence; 330,000 tested, 0.17% active; ATP-dependent 6-phosphofructokinase (Trypanosoma brucei brucei), O15648; Potency, µM (doses to about 57.5 µM), for inactives: top-dose activity, negative = inhibition, actives largely listed as inhibitors; AID 485367, 2010;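 also: potency is read from the fitted curve at half-maximal effect; 0% = uninhibited 1x PFK enzyme wells and -100% = no-enzyme wells; nearly all actives have a fitted effect of over 60% in size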
Target sequence (O15648 whole entry, looked up): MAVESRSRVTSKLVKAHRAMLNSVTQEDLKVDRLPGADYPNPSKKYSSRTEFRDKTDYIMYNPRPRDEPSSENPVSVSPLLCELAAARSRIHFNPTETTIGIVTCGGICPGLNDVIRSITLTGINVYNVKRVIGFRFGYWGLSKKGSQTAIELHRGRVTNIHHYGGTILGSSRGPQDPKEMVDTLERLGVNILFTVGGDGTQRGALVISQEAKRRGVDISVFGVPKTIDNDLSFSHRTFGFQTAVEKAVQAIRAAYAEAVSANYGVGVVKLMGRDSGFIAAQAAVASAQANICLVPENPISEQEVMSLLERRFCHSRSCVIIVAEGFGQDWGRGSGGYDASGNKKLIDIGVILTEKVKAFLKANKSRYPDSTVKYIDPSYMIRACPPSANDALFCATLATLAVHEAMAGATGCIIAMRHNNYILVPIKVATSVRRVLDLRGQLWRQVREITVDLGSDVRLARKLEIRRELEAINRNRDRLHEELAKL
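ADP-Glo luminescence quantified ADP after 45 min at room temperature, with 1.25 nM T. brucei PFK, 0.1 mM ATP and 0.5 mM fructose-6-phosphate in pH 8.0 TEA buffer. qHTS titrations up to 57 µM; curves classified by quality.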
PTAP TSG101 blk = qHTS Assay for Iinhibitors of HIV-1 Budding by Blocking the Interaction of PTAP/TSG101; Fluorescence polarization, FITC-PTAP peptide / Tsg101 binding; 340,000 tested, under 10 active; Tumor susceptibility gene 101 protein (Homo sapiens), Q99816; Potency, µM (doses to about 115 µM), without a hit: at the highest dose activity change, negative = inhibition, most hits filed as inhibitors; AID 493005, 2010; active = well fitted inhibition curve with a large enough effect in the main read-out, with a control signal flat, not every such curve was filed as active; inconclusive = small, poorly fitted or top-dose-only effect, or effect the other way, or a change in a side signal; inactive = no such curve, though single readings can be large or run the other way; also: potency is read from the fitted curve at half-maximal effect; % of control where 0% means no effect
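Compounds were pin-transferred onto Tsg101 binding domain (10 uM final) in HEPES pH 7.5 buffer, then FITC-PTAP peptide was added at 50 nM final. After 20 min at RT, polarization reported peptide displacement across a qHTS concentration series.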
Mito fusion yeast = qHTS Assay for Small Molecule Inhibitors of Mitochondrial Division or Activators of Mitochondrial Fusion; AID 485298, 2010; 320,000 tested, 0.23% active; S. cerevisiae fusion-defective mutant growth rescue, CellTiterGlo 48 h; Potency, µM (doses to about 46.1 µM), inactives show top-dose growth rescue (activation), actives largely listed as activators;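 also: potency is read from the fitted curve at half-maximal effect; % of control where 0% means no effect; nearly all actives have a fitted effect of over 45% in size; temperature-sensitive fusion mutants such as fzo1-1 at 37 °C on non-fermentable ethanol glycerol medium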
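Yeast fusion mutant, YPEG (non-fermentable carbon), compound, 48 h at 37C non-permissive; CellTiterGlo added, 10 min RT, luminescence read. Rescued growth = division inhibition.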
Numbers without * were called inactive; ? = inconclusive; / = not tested or not shown; [ ] = another dose, or the depositor's remark. Unless noted, calls follow the shape of the dose curve; as a rule, active = well fitted curve in the direction sought with a large enough effect; inconclusive = small, poorly fitted or top-dose-only effect, or another doubt; inactive = no such curve, though single readings can be large; an effect the other way counts as inactive or inconclusive. No enrichment for hits. Share with any hit: about 3.2%.

Each structure is followed by: A-T KAP1 phos	Eya2 inh	Integrin act MD	ASM inhibitor	TCR act	ELG1 DNA repair	TSHR antag	BCR signal inh	Tb PFK block	PTAP TSG101 blk	Mito fusion yeast
> NS(=O)(=O)c1cccc(NC(=O)CSc2nnc(-c3ccncc3)n2C2CC2)c1
→ -1%	3%	17%	32%[activator]	-1%	3%	-2	-1%	-3%	-5%	/
> COCCN(C(=O)CSc1nnc(-c2ccc(C)c(C)c2)o1)c1c(N)n(CC(C)C)c(=O)[nH]c1=O
→ 0%	-16%	-24%	-2%	2%	10%	-6	0%	3%	-1%	-2%
> CCN(CC)C(=O)CSc1ncccc1-c1nc2ccccc2[nH]1
→ 1%	-3%	?	3%	5%	?	9	?	-6%	-5%	-1%
> O=C(NCc1ccco1)c1ccccc1Nc1ccc(F)cc1
→ -7%	9%	-13%	-8%	15%	19%	-7	?	-20%	-8%	?
> O=C(/C=C/c1ccc(Br)cc1)Nc1ccc(S(=O)(=O)Nc2ncccn2)cc1
→ -2%	-4%	0%	-5%	2%	3%	-3	2%	-4%	-4%	4%
> Cc1nc(-c2ccccc2)sc1-c1ccnn1C
→ 6%	-9%	3%	70%[activator]	7%	?	-22	?	2%	0%	-1%
> Cc1cccc(NC(=O)C2CCN(C(=O)c3ccc(F)cc3)CC2)n1
→ 22%	-23%	-14%	3%	3%	7%	-6	?	-1%	1%	-2%
> O=S1(=O)CC2SC(=S)N(c3ccccc3)C2C1 (centres undefined)
→ 0%	3%	19%	4%	-2%	0%	0	1%	1%	-1%	2%
> COc1ccccc1NC(=O)C1C2CCCCC21 (centres undefined)
→ 6%	6%	17%	1%	4%	8%	3	?	-1%	-6%	3%
> CCOC(=O)COc1cc2oc(=O)cc(C)c2cc1[N+](=O)[O-]
→ 1%	1%	27%	0%	-60%	?	4	0%	-2%	1%	2%
> CCc1cccc(C)c1NC(=O)C1C2CCC(O2)C1C(=O)O (centres undefined)
→ -6%	-1%	11%	-3%	-2%	-1%	2	?	-1%	1%	1%
> CCCSC1=C(C#N)C2(CCCCC2)C(C#N)=C(N)N1
→ 0%[11.5 µM]	4%	?	-1%	-1%	-24%	-20	6%	2%	-1%	-2%
> COc1ccc(-n2nc([N+](=O)[O-])c(=NCc3ccc4c(c3)OCO4)n2O)cc1
→ -2%	0%	-6%	-2%	-3%[46.1 µM]	?	3	4%	3%	-1%	21%
> Cn1nnnc1SCc1ccc(C(=O)Nc2nccs2)cc1
→ -3%	-19%	-14%	-5%	/	?	-9	?	-7%	-13%	-2%
> COc1cc(OC)cc(C(=O)NC(=S)NNC(=O)[C@H]2C[C@@H]2c2ccccc2)c1
→ 1%	-14%	-12%	1%	6%	-24%	16	-4%	-10%	-3%	-13%
> Cc1ccc(OCCN2CCN(C(=O)CCC(=O)Nc3nnc(CC(C)C)s3)CC2)cc1
→ -1%	3%	-29%	1%	-5%	2.6µM*	-8	-22%	0%	-3%	4%
> COc1ccc(-c2cc(C(=O)NCCCN3CCCC3=O)c3ccccc3n2)cc1OC
→ -6%	-8%	?	81%[activator]	-6%	21µM*	0	-3%	-9%	0%	0%
> CCC(C(=O)Nc1ccncc1)c1ccccc1 (centres undefined)
→ -2%	8%	3%	-3%	-9%[46.1 µM]	-24%	1	1%	-4%	-1%	1%
> CC(C)Sc1nc2c(c(=O)n(C)c(=O)n2C)n1C
→ 10%	13%	28%	0%	-19%	-2%	-7	11%	1%	-4%	11%
> CCOc1cc(NCc2ccccc2)c2ncn(C(C)C)c2c1
→ -4%	-1%	-11%	-8%	6%	-23%	7	-6%	2%	1%	/
> CCOC(=O)c1cc(-c2ccccc2)sc1NC(=O)C(C)OC(=O)c1cccnc1Cl (centres undefined)
→ 4%	0%	-17%	-1%	1%[46.1 µM]	-21%	17	4%	-2%	1%	1%
> O=C(COC(=O)c1ccc([N+](=O)[O-])o1)Nc1cccc(S(=O)(=O)N2CCOCC2)c1
→ 15%	10%	-13%	1%	0%[46.1 µM]	?	15	-12%	-8%	3%	3%
> CC(C)c1ccc(C2C3=C(COC3=O)Nc3cc4c(cc32)OCO4)cc1 (centres undefined)
→ 1%	0%	-30%	3%	1%	15%	0	?	-3%	-4%	13%
> Cc1cc(C)c(S(=O)(=O)c2c(C)cccc2C)c(Cl)n1
→ 8%	-10%	10%	11%	5%	-29%	-46	11%	0%	0%	-3%
> CCCCOc1ccc(CC2CCC(=O)NC2=O)cc1 (centres undefined)
→ 6%	-3%	3%	1%	4%	24%	-5	-11%	0%	-9%	8%
> Cc1nnc(C)n1/N=C/c1cc(Br)ccc1O
→ 0%	-8%	-39%	74%[activator]	3%	7%	8	-5%	-4%	-5%	0%
> COCCn1c(=O)sc2ccccc2c1=O
→ 5%	-8%	0%	-2%	6%	6%	9	-25%	8%	-1%	1%
> COc1cccc(OCc2cc(C(=O)NCc3ccccn3)no2)c1
→ 1%	-3%	25%	3%	-4%	?	-3	0%	-5%	-4%	-1%
> Cc1onc(-c2ccccc2Cl)c1C(=O)O/N=C(\N)c1ccc([N+](=O)[O-])o1
→ 16%	-27%	-62%[inhibitor]	0%	3%	0%	5	17%	2%	-5%	18%
> O=C(COc1ccc(/C=N/NS(=O)(=O)c2ccccc2)cc1)Nc1ccccc1
→ -5%	-7%	16%	2%	-5%	6%	-5	-19%	0%	-4%	-2%
> COc1ccc(C2NC(=O)CS2)cc1 (centres undefined)
→ -3%	-13%	8%	3%	6%[46.1 µM]	?	-3	0%	-7%	-3%	-3%
> CC(NC1CCCCC1)C(=O)NN=C(c1ccccc1)c1ccccc1 (centres undefined)
→ 0%	-8%	?	-2%	4%	0%	13	-12%	-3%	-1%	-1%
> O=C(CN(Cc1ccc(F)cc1)C(=O)CNS(=O)(=O)c1ccc(Cl)cc1)NCC1CCCO1 (centres undefined)
→ -3%	9%	-12%	2%	5%	11%	8	-7%	-10%	-4%	-5%
> Cc1ccc(N2C(=O)CN(Cc3cccs3)C2=S)cc1C
→ 1%	12%	3%	-3%	/	6%	-5	-1%	0%	1%	3%
> C=CCOC(=O)C1=C(C)N(C)C(=O)NC1c1cc2c(cc1Br)OCO2 (centres undefined)
→ 6%	-3%	-24%	-1%	4%	0%	-9	0%	-1%	-2%	14%
> Cc1ccc(S(=O)(=O)/C(C#N)=C/c2ccccc2OCc2ccccc2)cc1
→ 4%	-6%	-22%	25%	6%[46.1 µM]	12%	11	?	8%	2%	3%
> CN1CCN(c2nc(Nc3cccc(C(F)(F)F)c3)nc(N3CCOCC3)n2)CC1
→ 3%	-1%	-64%[inhibitor]	-9%	-1%	?	-3	?	-1%	-3%	-14%

Screening data: PubChem, National Center for Advancing Translational Sciences (NCATS)
